High-throughput results deposited in PubChem BioAssay by University of Kansas High Throughput Screening Laboratory.
Pf apPOL block – Pf-apPOL DNA polymerase inhibition. Recombinant Pf-apPOL, molecular beacon fluorescence, 1.5 h. inhibition, % at 10 µM. hit rate 0.25% among 210,000. AID 1794808
mHTT CaM bind – inhibitors of human mutant huntingtin-calmodulin interaction; inhibition, % at 15 µM; AlphaScreen His-mHTT/GST-CaM binding, luminescence; hit rate 3.6% among 190,000;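 note: 0% = both proteins with DMSO and 100% = one protein alone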
* hit, by the source's call; / = no result given. Cut-off read from the data, not from the text of the source: active = inhibition above about 50%; inactive = the rest.

SMILES	Pf apPOL block	mHTT CaM bind
CCOC(=O)C1=C(C)NC(=S)NC1c1cc(OC)c(OC)c(OC)c1 (configuration not stated)	-8	5
CCCC(=O)Nc1c(-c2ccc(C)cc2)nc2ccc(C)cn12	0	14
Cn1c2c(c(=O)n(C)c1=O)C(c1ccc(O)c(O)c1)C1C(=O)c3ccccc3C1=N2 (configuration not stated)	-1	10
COc1ccc2nc(-c3ccco3)c(-c3ccco3)nc2c1	0	99*
Cc1cc(C2CCCN2C(=O)c2ccc(F)c(F)c2)on1 (configuration not stated)	2	2
O=C(CC(NCCCO)C(=O)O)Nc1cccc([N+](=O)[O-])c1 (configuration not stated)	0	-6
CS(=O)(=O)NC1CC2CC1CN2C(=O)Cc1ccccc1 (configuration not stated)	3	-1
COc1ccc(-c2cc3n(n2)CCCN(S(=O)(=O)c2cccnc2)C3)cc1	-3	7
CC(C)(C)n1nc2c(c1NC(=O)c1ccccc1Br)CSC2	-2	26
Cc1cc2oc(=O)cc(-c3ccccc3)c2c(C)c1-c1ccc(OC(F)(F)F)cc1	-1	-12
Cc1nc(C)c(-c2ccc(=O)n(CCNC(=O)C3CCN(S(C)(=O)=O)CC3)n2)s1	1	-6
CCOc1ccc(S(=O)(=O)N2CCSC2c2ccc([N+](=O)[O-])cc2)cc1 (configuration not stated)	3	-4
COc1ccccc1CNC(=O)c1cccc(N2C(=O)NC3CC2(C)Oc2c(OC)cccc23)c1 (configuration not stated)	-4	5
CSc1ccc(/C=C2/N=C(c3c(-c4ccccc4)noc3C)OC2=O)cc1	0	-1
c1ccc(C2C3=C(Nc4ncnn42)c2ccccc2CCC3)cc1 (configuration not stated)	/	-2
Oc1ccc(CNc2ccc3cn[nH]c3c2)cc1	-4	10
COc1cc(C2Nc3ccccc3-c3nnc(SC)nc3O2)cc(Br)c1O (configuration not stated)	-3	2
Cc1ccc(N(C)S(=O)(=O)c2ccc3[nH]cc(C(=O)NCc4ccccn4)c(=O)c3c2)cc1C	-14	7
CCOc1ccccc1C1C(C#N)=C(N)Oc2n[nH]c(-c3ccccc3)c21 (configuration not stated)	-11	5
CCOc1ccc(-n2ccn(CC(C)C)c(=O)c2=O)cc1	-19	5
O=[N+]([O-])c1cccc(S(=O)(=O)n2cc(Br)cn2)c1	-2	80*
COc1cccc(-n2nc(C(=O)NCc3cccnc3)c3ccccc3c2=O)c1	-7	-4
Cc1ccc(-c2cc(-c3ccc(F)cc3)c(C#N)c(N)n2)o1	-4	88*
COc1cccc(C(=O)Nc2c3c(nn2-c2cccc(C)c2C)CS(=O)(=O)C3)c1	-16	5
O=c1/c(=C/c2ccc([N+](=O)[O-])cc2)sc2nc3ccccc3n12	-2	-5
COc1cc(C2=N/C(=C\c3ccc(SC)cc3)C(=O)O2)cc(OC)c1OC	-10	2
CCOc1ccc(NC(=O)c2c(F)c(F)c(F)c(F)c2F)cc1	2	-2
O=C(O)CSc1cccc(C(=O)Nc2ccc(Br)cc2)c1	-4	-5
CN(C)c1ccc(C=C(C#N)S(=O)(=O)C(C)(C)C)c(F)c1C#N	-6	/
O=C(c1n[nH]c2c1CCCC2)N1CCC(c2nc(C3CC3)n[nH]2)CC1	4	-2
CC1(C(=O)NCc2ccccc2)CCCN(S(=O)(=O)c2ccccc2)C1 (configuration not stated)	5	-7
COc1cccc(C(=O)N2CCN(Cc3ccc([N+](=O)[O-])cc3)CC2)c1	0	1
Cc1cc(C)cc(N2C=C(C#N)S(=O)(=O)c3cc(F)ccc32)c1	1	-7
O=C(Nc1cccc2nsnc12)c1cnsn1	-12	-8
Cn1c(N2CCC(C(=O)Nc3ccccc3)CC2)cc(=O)n(C)c1=O	-1	42
COCOCCn1cc(CN2CCS(=O)(=O)N(Cc3ccc(-c4ccc(F)cc4)cc3)C(CC(C)C)C2=O)nn1 (configuration not stated)	-10	69*
O=C(Cc1ccc(-n2c(=O)[nH]c3ccsc3c2=O)cc1)NC1CC1	-2	-2
CCC(C)c1ccc(NC(=O)c2cc(OC)c(OC)cc2[N+](=O)[O-])cc1 (configuration not stated)	4	31
N#CC1=C(N)Oc2n[nH]c(-c3ccncc3)c2C1c1ccncc1 (configuration not stated)	4	2
O=C(CCCO)c1ccc2c(c1)OCCO2	-5	-2
O=C(Nc1ccc(C(F)(F)F)cc1)C1CCN(c2nnc3ccccn23)CC1	-7	4
O=C1C(NS(=O)(=O)Cc2cc(F)cc(F)c2)CCN1c1ccc(F)cc1 (configuration not stated)	-1	-6
CN(C)n1cccc1C=C(C#N)C(=O)c1cccc(C(F)(F)F)c1	-4	/
COCCNC(=O)Cn1c(=O)oc2cc(Cl)ccc21	-1	-10
COc1ccc(CCNC(=O)c2csc3c2CCCC3)cc1OC	-2	-8
O=C(NCc1cccc(Cl)c1)c1cc2nc(-c3ccc4c(c3)OCO4)cc(C(F)(F)F)n2n1	-7	0
CCCCCCCN1CCC(=O)N([C@H](CO)Cc2ccccc2)CC1	2	20
COc1ccc(/C=C/C2=NC(=C\c3ccc4c(c3)OCO4)/C(=O)O2)cc1	-3	-1
COc1ccc(C2=NN(S(=O)(=O)c3ccccc3)C(c3ccc(Br)cc3)C2)cc1 (configuration not stated)	1	-1
COC(=O)c1ccccc1NC(=O)c1csc2c1CCCC2	-5	-19
The list goes on:
SMILES	Pf apPOL block	mHTT CaM bind
O=C(Nc1ccc(NC(=O)c2ccco2)c(Cl)c1)c1ccco1	-5	7
COc1cc(CNc2cc(C)cc(C)c2)c([N+](=O)[O-])cc1OC	0	75*
O=C(Cn1cnc2ccccc21)NCCn1nc(-c2cccs2)ccc1=O	-9	-24
COc1ccc(NC(=O)c2c(NC(=O)c3cccnc3)sc3c2CCC3)cc1	2	0
Cc1nnc(NC(=O)c2cc(-c3cccs3)nc3ccccc23)s1	5	-6
CCCCN(C)S(=O)(=O)c1ccc(C(=O)Nc2nnc(C3CC3)o2)cc1	-7	34
COc1ccccc1/C=C/c1nc(O)c([N+](=O)[O-])c(=O)[nH]1	-2	50
O=C(Nc1nc(SCc2ccccc2Cl)ns1)c1cccnc1	1	3
CCOc1ccc(N(CC(=O)O)S(C)(=O)=O)cc1	3	-4
Cn1cc(C2=CCN(S(=O)(=O)c3cccc(F)c3)CC2)c2cccnc21	-4	4
O=C(C1c2ccccc2CC(=O)N1Cc1ccccc1)N1CCN(c2ccccn2)CC1 (configuration not stated)	0	13
CC1Cc2cc(/C=C3\C(=O)NN(c4ccc(Br)cc4)C3=O)ccc2O1 (configuration not stated)	-4	11
COC(=O)c1ccccc1C(=O)N(Cc1ccccn1)c1nc2c(OC)ccc(C)c2s1	-9	9
O=S1(=O)CC(N2CCC(c3ccccc3)CC2)CN1Cc1cn(Cc2ccc(C(F)(F)F)cc2)nn1 (configuration not stated)	-5	30
CC(=O)c1cc(-n2nc3ccccc3n2)c(O)c(-n2nc3ccccc3n2)c1O	30	/
c1ccc(-n2ncc3c(N4CCN(c5ccccn5)CC4)ncnc32)cc1	1	4
Cc1onc(-c2ccccc2)c1C(=O)Nc1ccc(F)c(Cl)c1	-7	-5
CCC(C)c1ccccc1NC(=O)Cc1ccccc1OC (configuration not stated)	-8	-4
COc1ccc(C2OCC3C(C)C=C(C)C2C3C)cc1 (configuration not stated)	6	-77
O=S(=O)(NN=Cc1cc(Cl)cc(Cl)c1O)c1cc(C(F)(F)F)cc(C(F)(F)F)c1	7	/
Cc1nc(Sc2nnc(-c3ccccc3)n2C)c2sc(=S)n(-c3ccccc3)c2n1	-5	/
CC(=O)COc1ccc2c(c1)OC(=Cc1ccc(Br)cc1)C2=O	-9	6
Cn1ncc(Cl)c(Oc2ccc(Cl)cc2)c1=O	4	-2
Cc1cccc(CN2CCOCC2)c1	-3	-1
C=CCc1cc(C(=O)N2CCOCC2)ccc1O	-2	-4
O=C(Nc1cccc(C(=O)N2CCCC2)c1)C1CCC1	-4	-11
CC1(C)CN(CC(=O)N2CCCC2)c2ccc(S(=O)(=O)N3CCCCC3)cc21	-1	-5
Cc1ccc(CN2CCOCC2)c(C)c1	3	-5
COc1ccc(CNC(=O)c2nc3nc(-c4ccccc4)cc(C(F)(F)F)n3n2)cc1	-5	22
Cc1cccc(Cc2c(C)nc3nc(SCC(=O)N4CCCCCC4)nn3c2C)c1	0	22

Ordered by length of the SMILES (lowest first): some entries from above
SMILES	Pf apPOL block	mHTT CaM bind
Cc1cccc(CN2CCOCC2)c1	-3	-1
Cc1ccc(CN2CCOCC2)c(C)c1	3	-5
C=CCc1cc(C(=O)N2CCOCC2)ccc1O	-2	-4
Cn1ncc(Cl)c(Oc2ccc(Cl)cc2)c1=O	4	-2
CCC(C)c1ccccc1NC(=O)Cc1ccccc1OC (configuration not stated)	-8	-4
COc1ccc(C2OCC3C(C)C=C(C)C2C3C)cc1 (configuration not stated)	6	-77
O=C(Nc1cccc(C(=O)N2CCCC2)c1)C1CCC1	-4	-11
O=C(Nc1nc(SCc2ccccc2Cl)ns1)c1cccnc1	1	3
Cc1onc(-c2ccccc2)c1C(=O)Nc1ccc(F)c(Cl)c1	-7	-5
CC(=O)COc1ccc2c(c1)OC(=Cc1ccc(Br)cc1)C2=O	-9	6
O=C(Cn1cnc2ccccc21)NCCn1nc(-c2cccs2)ccc1=O	-9	-24
COc1cc(CNc2cc(C)cc(C)c2)c([N+](=O)[O-])cc1OC	0	75*
COc1ccc(NC(=O)c2c(NC(=O)c3cccnc3)sc3c2CCC3)cc1	2	0
COc1ccccc1/C=C/c1nc(O)c([N+](=O)[O-])c(=O)[nH]1	-2	50
CC(=O)c1cc(-n2nc3ccccc3n2)c(O)c(-n2nc3ccccc3n2)c1O	30	/
Cc1nc(Sc2nnc(-c3ccccc3)n2C)c2sc(=S)n(-c3ccccc3)c2n1	-5	/
COC(=O)c1ccccc1C(=O)N(Cc1ccccn1)c1nc2c(OC)ccc(C)c2s1	-9	9
COc1ccc(CNC(=O)c2nc3nc(-c4ccccc4)cc(C(F)(F)F)n3n2)cc1	-5	22
O=S(=O)(NN=Cc1cc(Cl)cc(Cl)c1O)c1cc(C(F)(F)F)cc(C(F)(F)F)c1	7	/
O=S1(=O)CC(N2CCC(c3ccccc3)CC2)CN1Cc1cn(Cc2ccc(C(F)(F)F)cc2)nn1 (configuration not stated)	-5	30

Following part
SMILES	Pf apPOL block	mHTT CaM bind
COc1ccc(N2CCN(C(=O)COc3ccc(Cl)cc3)CC2)cc1	0	19
Cc1ccc(Cl)cc1N1CCN(C(=O)C2Oc3ccccc3NC2=O)CC1 (configuration not stated)	0	81*
O=C1c2ccccc2C(=O)N1CCC12CC3CC(CC(C3)C1)C2	6	-5
Cc1cccc(OCCOc2cccc3cccnc23)c1	-7	-21
COc1ccc(-n2c(C)ccc2C)cc1Cl	-6	62*
COc1ccc(/C=C2N=C(/C=C/c3ccccc3)OC/2=O)cc1OC	-7	23
COc1cc(C2(c3ccc(O)c(OC)c3)C(=O)Nc3ccccc32)ccc1O	-3	13
Cc1ccc(NC(=O)c2[nH]c3cc(C)sc3c2CN(C)C)c(F)c1	11	15
Cc1ccc([N+](=O)[O-])cc1N=Cc1ccc(Br)cc1	-7	-3
CC1CCc2onc(C(=O)NCc3ccc(Cl)cc3)c2C1 (configuration not stated)	4	-21
CCCCn1nc(-c2nc(-c3ccc(F)cc3)no2)ccc1=O	8	-10
CN(C)c1ccc(C=Nc2ccc3c(c2)ncn3C(C)(C)C)cc1	-4	4
CCn1c2ccccc2c2nnc(-n3nc(C)cc3C)nc21	-1	44
O=C(O)c1ccccc1C(=O)NCc1ccccc1OC(F)(F)F	-3	/
CCCCNCCS(=O)(=O)NCc1ccc(OC)cc1	-1	-1
CCC1=NN(C(=O)c2cccc(Cl)c2)C(O)(c2ccc(Br)cc2)C1 (configuration not stated)	4	89*
COc1cccc(-c2coc3c(C)c4oc(=O)c5ccccc5c4cc23)c1	2	-9
CCCCNC(=O)O[C@H]1C[C@@H]2CCN3C(=O)CCC(C)(C)[C@H](C1)[C@H]23	-8	-4
COc1ccc(Cc2nnc(NC(=O)c3cccc(F)c3)s2)cc1OC	1	5
COC(=O)c1ccc(S(=O)(=O)NNC(=O)c2ccc(Cl)cc2)n1C	-4	/

The list is partial; count on the stated rates, not on these rows.
